Source: PubChem BioAssay (several laboratories)
Rpn11 block – Rpn11 (PSMD14) deubiquitinase inhibitors, primary screen, biochemical, fluorescence polarization, uHTS; human 26S proteasome, Ub4-pepOG fluorescence polarization; 20S core pre-blocked with epoxomicin; 26S proteasome non-ATPase regulatory subunit 14 (Homo sapiens), O00487; hit rate 0.59% among 360,000; AID 588493, 2011; calls only at 20 µM;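 active = inhibition at 20 µM, scaled to each plate's controls, above about 33%, limit read from the data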
NadD block – inhibitors of S. aureus NadD, primary screen, biochemical, colorimetric, uHTS; Nicotinate-nucleotide adenylyltransferase NadD (Staphylococcus aureus N315); purified NadD enzyme, colorimetric absorbance read-out; inhibition, % at 20 µM; hit rate 0.78% among 360,000; AID 602399, 2012; in the data active = inhibition above about 26%; also: some compounds past the cut are filed as inactive
LMPTP block – LMPTP phosphatase inhibitors, primary screen, biochemical, fluorescence intensity, uHTS | Low molecular weight phosphotyrosine protein phosphatase (Homo sapiens), P24666 | recombinant LMPTP-A, OMFP fluorogenic substrate | inhibition, % at 20 µM | hit rate 0.22% among 360,000;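 active = compounds that cut the enzyme signal by at least half of the control window in the single-dose screen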;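 also: plate controls were DMSO wells with enzyme plus substrate for no effect and substrate without enzyme for full effect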
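Test system: LMPTP-A phosphatase enzyme; input: 0.625 nM LMPTP-A final; reagent: OMFP substrate, 400 µM final; compound dosing: 20 µM single dose, 3% DMSO; incubation: 50 min dark incubation at room temperature; measured by: endpoint fluorescence intensity from OMFP dephosphorylation; measure: % inhibition relative to no-enzyme and uninhibited control wells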
Scp1 inh – Scp-1 phosphatase inhibitors, primary screen, biochemical, colorimetric, uHTS. Carboxy-terminal domain RNA polymerase II polypeptide A small phosphatase 1 (Homo …. Recombinant Scp1, phosphopeptide, malachite green phosphate absorbance. inhibition, % at 20 µM. hit rate 0.88% among 340,000;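 active = inhibition above about 50% at 20 µM, limit read from the data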;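 also: plate controls were DMSO wells with enzyme for no effect and wells lacking enzyme for full effect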
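Test system: SCP-1 phosphatase catalytic domain, residues 76-261; measured by: colorimetric phosphate reagent with accelerator and stabiliser, absorbance at 630 nm; timing: enzyme reaction 45 min at room temperature, colour 5 min, stabilisation 30 min; also added: Phosphorylated 17-residue peptide substrate; compound dosing: one concentration, 20 µM, with 1.0% DMSO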
STEP inh – STEP phosphatase inhibitors, primary screen, biochemical, fluorescence intensity, uHTS | hit rate 0.25% among 360,000 | inhibition, % at 20 µM | recombinant STEP, OMFP fluorogenic substrate;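 active = inhibition at 20 µM, scaled per plate between control wells, above about 37%, limit read from the data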;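 also: 0% = DMSO with enzyme and substrate and 100% = substrate only without enzyme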
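Material: STEP (striatal-enriched tyrosine phosphatase) enzyme, cell-free | Medium: 50 mM Bis-Tris pH 6.0 with 2.5 mM DTT and 0.005% Tween 20 | Read-out: Percent inhibition scaled to no-enzyme and uninhibited-enzyme controls, plate-pattern corrected | Signal: Fluorescence read at 480 nm ex / 540 nm em | Times: 20 min reaction, room temperature, in the dark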
MsrA inh – bovine MsrA enzyme inhibitors, primary screen, biochemical, absorbance, HTS | inhibition, % at 15.5 µM | purified bovine MsrA, absorbance read-out | hit rate 0.75% among 360,000 | Methionine sulfoxide reductase A (Bos taurus); in the data active = inhibition above about 4.5%;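 also: 0% = vehicle wells with enzyme and 100% = reference inhibitor wells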
TbMetRS inhib – T. brucei MetRS inhibitors, primary screen, biochemical, luminescence; purified T. brucei MetRS, ATP depletion, Kinase-Glo luminescence; AID 624268, 2012; hit rate 0.4% among 360,000; inhibition, % at 11.9 µM; methionyl-tRNA synthetase (Trypanosoma brucei brucei);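 active = inhibition above a per-plate cutoff of the control wells' mean inhibition plus 3 SD, cut at about 5.5% in these data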;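 also: 0% = DMSO wells median and 100% = median of wells with control inhibitor compound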
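Measured by: Kinase-Glo luciferase luminescence reporting remaining unconsumed ATP. Material: purified T. brucei MetRS enzyme. Doses: 11.9 µM compound single dose, 0.9% DMSO. Medium: HEPES buffer containing pyrophosphatase, BSA, spermine, DTT. Times: 15 min preincubation, 2 h reaction, all 25 °C. Reagent: methionine, ATP and bulk E. coli tRNA.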
CSN deneddyl inh – inhibitors of CSN-mediated cullin deneddylation, primary screen, biochemical, fluorescence polarization, uHTS; COP9 signalosome complex subunit 5 (Homo sapiens), Q92905; Purified CSN, SCF-Nedd8-OG deneddylation; inhibition, % at 12.5 µM; hit rate 0.38% among 360,000; AID 651999, 2013;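 active = pattern-corrected inhibition above about 35%, with an unprinted fluorescence ratio check between 0.5 and 1.5, limit read from the data, passing the limit was not always enough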;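 also: 0% = enzyme with substrate and 100% = substrate without enzyme; some results filed as inactive read as strong as hits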
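Test system: Human Csn5 produced in HEK293T cells | Compound: 12.5 µM single point | Times: 90 min, room temperature | Signal: Fluorescence polarization readout | Read-out basis: % inhibition of substrate cleavage by Csn5 | Controls: no-enzyme wells high, enzyme-with-substrate wells low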
SUMO1-SIM PPI – modulators of SUMO1 protein-protein interactions, primary screen, biochemical, uHTS | Small ubiquitin-related modifier 1 (Homo sapiens), P63165 | SUMO1 binding to a labelled peptide, TR-FRET, 1 h | inhibition, % at 20 µM | hit rate 0.33% among 360,000 | AID 602429, 2012; in the data active = inhibition above about 37%
DNMT1 inh – human DNMT1 methyltransferase inhibitors, primary screen, biochemical, molecular beacon, fluorescence, HinP1I cleavage, uHTS; DNA (cytosine-5)-methyltransferase 1 (Homo sapiens), P26358; inhibition (reported as % activation of signal), % at 10 µM; hit rate 0.83% among 360,000; in the data active = inhibition above about 50%
Target sequence (P26358 504-1616 limits assumed): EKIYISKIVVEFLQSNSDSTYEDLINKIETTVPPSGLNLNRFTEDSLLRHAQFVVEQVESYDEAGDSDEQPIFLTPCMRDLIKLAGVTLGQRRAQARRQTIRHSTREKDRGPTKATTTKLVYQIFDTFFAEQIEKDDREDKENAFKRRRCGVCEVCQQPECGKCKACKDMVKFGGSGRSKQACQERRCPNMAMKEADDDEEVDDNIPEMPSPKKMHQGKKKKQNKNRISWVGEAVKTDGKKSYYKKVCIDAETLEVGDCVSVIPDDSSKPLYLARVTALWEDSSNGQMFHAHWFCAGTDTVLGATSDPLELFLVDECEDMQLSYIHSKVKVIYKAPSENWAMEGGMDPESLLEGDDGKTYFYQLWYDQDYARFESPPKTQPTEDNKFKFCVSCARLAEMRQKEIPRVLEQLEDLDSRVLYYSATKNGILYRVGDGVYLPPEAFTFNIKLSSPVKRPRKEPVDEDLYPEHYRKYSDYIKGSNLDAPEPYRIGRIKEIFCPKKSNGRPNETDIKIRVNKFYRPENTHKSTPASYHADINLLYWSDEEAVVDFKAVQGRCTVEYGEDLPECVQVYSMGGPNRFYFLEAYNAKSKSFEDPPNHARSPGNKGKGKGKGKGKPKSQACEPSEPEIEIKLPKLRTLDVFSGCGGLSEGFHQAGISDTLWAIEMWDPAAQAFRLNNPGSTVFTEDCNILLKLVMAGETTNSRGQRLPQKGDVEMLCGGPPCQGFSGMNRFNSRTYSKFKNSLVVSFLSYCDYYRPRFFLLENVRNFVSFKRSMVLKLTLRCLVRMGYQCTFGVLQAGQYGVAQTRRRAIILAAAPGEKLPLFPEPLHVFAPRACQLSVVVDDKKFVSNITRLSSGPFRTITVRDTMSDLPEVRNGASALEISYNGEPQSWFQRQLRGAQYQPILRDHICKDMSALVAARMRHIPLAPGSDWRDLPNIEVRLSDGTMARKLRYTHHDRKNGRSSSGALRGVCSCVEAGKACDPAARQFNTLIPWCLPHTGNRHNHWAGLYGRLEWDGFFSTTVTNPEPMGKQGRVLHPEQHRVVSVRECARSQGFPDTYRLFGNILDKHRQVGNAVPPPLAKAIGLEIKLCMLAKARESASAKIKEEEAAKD
* marks the source's active call; other numbers are inactive results; i = inactive; · = not tested or not shown.

Results follow in this order: Rpn11 block, NadD block, LMPTP block, Scp1 inh, STEP inh, MsrA inh, TbMetRS inhib, CSN deneddyl inh, SUMO1-SIM PPI, DNMT1 inh
- CC1(CCc2ccc(O)cc2)NC(=O)NC1=O (centres undefined)
    i, -3.1, 0.6, -0.6, 0.0, 1.7, -0.2, 1.3, 2.4, 1.5
- CCOC(=O)c1c(NC(=O)Cn2nc(C(=O)O)c3ccccc3c2=O)sc2c1CCC(C)C2 (centres undefined)
    i, 33.2*, -0.5, 8.6, 3.8, 0.4, -0.6, 0.9, 1.4, -0.8
- CC(C)C(=O)Nc1ccccc1N1CCN(C(=O)c2ccccc2)CC1
    i, 10.2, -0.5, -8.1, 0.6, -0.1, -0.3, 3.7, -0.5, 0.5
- COc1cc(C(=O)COC(=O)c2cc([N+](=O)[O-])ccc2N2CCOCC2)ccc1OC(F)F
    i, -4.8, 2.6, -15.2, -0.1, 0.6, 0.0, -2.3, -13.7, -6.5
- CCOc1ccc(/C=C(\C#N)C(=O)Nc2cccnc2)cc1
    i, 0.0, 0.7, 1.6, -1.7, 0.7, 0.9, -8.5, 3.7, 7.0
- CCOC(=O)C1CCN(C(=S)Nc2ccc(S(N)(=O)=O)cc2)CC1
    i, 0.2, -0.5, 0.0, 13.1, -0.1, -0.5, -14.1, 0.7, 3.0
- Cc1ccc(C)c(OCC(=O)N/N=C/c2ccsc2)c1
    i, 0.6, 1.6, -7.4, -2.3, 0.2, 0.0, -8.7, -2.5, -1.8
- CC(=O)N1CCN(CC(C)(C)NS(=O)(=O)c2ccccc2)CC1
    i, -5.5, -0.1, 5.0, 2.9, 0.6, -0.3, 1.3, 0.4, 3.3
- CCS(=O)(=O)c1ccc2oc(SCC(=O)N3CCCCC3)nc2c1
    i, -1.9, -1.2, -4.2, 5.0, 0.3, 0.0, -2.8, 3.1, -0.9
- COc1ccc(NC(=O)c2cccs2)cc1OC
    i, -3.6, -2.7, -4.3, -2.1, 0.9, -0.5, 5.2, -0.8, -0.2
- Cc1cc(C)c(OCC(=O)Nc2ccccc2N2CCCCC2)c(C)c1
    i, 6.5, 3.3, -1.9, 1.1, 0.1, 0.1, 2.6, 0.0, 6.4
- O=C(NC1CCS(=O)(=O)C1)Oc1ccccc1 (centres undefined)
    i, 4.7, -1.6, -11.9, -0.5, -1.1, -0.8, -2.3, 1.4, 0.7
- Cc1ccc(NC(=O)CCC(=O)n2nc(C)cc2C)c(C)c1
    i, -4.3, -1.4, -6.6, 4.0, -0.8, -1.0, -2.9, 1.4, 3.0
- COC(=O)c1ccc(C(=O)Nc2ccc(N)cc2N)cc1
    ·, 12.8, 6.3, -9.1, 1.4, 0.8, 0.1, 12.6, 46.9*, -17.5
- N#CC1=C(N)N(c2ccccc2)C2=C(C(=O)CCC2)C1c1cccs1 (centres undefined)
    i, 9.0, 1.4, 0.2, -0.1, 2.9, -0.6, 13.8, 2.1, -20.6

More structures
Results follow in this order: Rpn11 block, NadD block, LMPTP block, Scp1 inh, STEP inh, MsrA inh, TbMetRS inhib, CSN deneddyl inh, SUMO1-SIM PPI, DNMT1 inh
- Cc1ncc(CO)c2cc(S(=O)(=O)c3ccc(F)cc3)c(=O)oc12
    i, 10.0, 0.0, 0.4, 2.7, 0.4, -0.2, -1.7, -18.1, -1.0
- COc1ccccc1/C=C/C=N/n1c(C2CCCCC2)n[nH]c1=S
    i, 2.4, 1.1, -2.7, 1.3, 0.6, -0.5, -8.7, -4.0, -3.0
- Cc1ccc(F)c(Cn2cnc3c(cnn3C(C)(C)C)c2=O)c1Cl
    i, -5.5, -0.3, -14.5, -0.1, -0.6, -0.2, 0.6, 5.8, 8.2
- COC(=O)c1ccc2c(c1)S(=O)(=O)NC(=NCCCN1CCOCC1)S2
    i, 6.2, -1.2, -4.7, 0.8, -1.1, -0.1, -2.7, -3.1, -2.0
- COC(=O)c1ccccc1NS(=O)(=O)c1ccc2[nH]c(=O)[nH]c2c1
    i, -5.3, -2.1, 3.8, -2.6, -0.6, -0.3, -10.0, 3.2, 3.2
- O=C(NCC(c1cccs1)N1CCOCC1)c1ccc([N+](=O)[O-])cc1 (centres undefined)
    i, -3.6, -0.4, -2.1, -1.9, 0.0, -0.3, -6.7, -9.2, -1.9
- Cc1ccc(CNC(=O)CCNS(=O)(=O)c2ccc(Br)s2)cc1
    i, -5.1, -0.2, -0.8, -1.7, 0.3, -1.8, 2.8, 1.4, -0.7
- Cc1ccc(C(=O)N/N=C/c2cccnc2)cc1Cl
    i, -2.3, 0.5, ·, 1.9, 1.2, -0.3, -1.4, -6.8, 0.8
- O=C(C1CCCN(S(=O)(=O)c2cc(Cl)ccc2Cl)C1)N1CCOCC1 (centres undefined)
    i, -4.8, -2.9, -8.3, 0.2, -1.0, -0.3, -1.5, 3.3, 0.0
- COc1cc2c(cc1OC)C(c1cccs1)N(C(=S)NC(C)C)CC2 (centres undefined)
    i, -5.7, -0.1, -2.3, 0.5, -0.5, 0.4, 7.0, -1.4, -4.2
- O=C1CN(C(=O)NCC(=O)N[C@H](Cc2ccccc2)C(=O)O)c2ccccc2N1
    i, -6.8, -1.2, -7.1, -1.2, -0.4, -1.5, 1.5, 1.7, 74.3*
- CC(C)Cc1cc(C(=O)Nc2ccc3c(c2)OCO3)no1
    i, -4.3, -0.3, -8.4, -2.6, 0.3, 0.8, 2.4, 6.4, -4.4
- Cc1ncc([N+](=O)[O-])n1CCOC(=O)c1ccc(Cl)cc1Cl
    i, 0.7, -0.3, 2.0, -7.6, 1.5, -0.8, -4.9, -15.8, 2.5
- COc1cc(C(C)=O)ccc1Oc1ncccn1
    i, -3.9, -0.8, 9.1, 1.3, -0.1, -1.1, -0.5, -1.3, 0.7
- O=C(CSc1nc2ccccc2c(=O)n1CCCN1CCOCC1)c1c[nH]c2ccccc12
    i, 0.9, 2.3, 3.1, -0.8, 0.3, 2.6, -0.7, 31.7, -2.6

Whole records, quoted from the list.
O=C(CSc1nc2ccccc2c(=O)n1CCCN1CCOCC1)c1c[nH]c2ccccc12 reads Rpn11 block: i; NadD block: 0.9; LMPTP block: 2.3; Scp1 inh: 3.1; STEP inh: -0.8; MsrA inh: 0.3; TbMetRS inhib: 2.6; CSN deneddyl inh: -0.7; SUMO1-SIM PPI: 31.7; DNMT1 inh: -2.6
Cc1ccc(C(=O)N/N=C/c2cccnc2)cc1Cl reads Rpn11 block: i; NadD block: -2.3; LMPTP block: 0.5; Scp1 inh: ·; STEP inh: 1.9; MsrA inh: 1.2; TbMetRS inhib: -0.3; CSN deneddyl inh: -1.4; SUMO1-SIM PPI: -6.8; DNMT1 inh: 0.8

Following part:
Results follow in this order: Rpn11 block, NadD block, LMPTP block, Scp1 inh, STEP inh, MsrA inh, TbMetRS inhib, CSN deneddyl inh, SUMO1-SIM PPI, DNMT1 inh
- Cc1ccccc1NS(=O)(=O)c1ccc(C(=O)N2CCCCCCC2)cc1
    i, 6.3, 0.0, -3.9, -0.3, 0.3, -0.4, -1.1, 7.5, 0.2
- CNc1cnc(-c2ccc(O)c(OC)c2)cn1
    i, 2.6, 0.4, ·, -1.7, 0.1, -0.1, -1.7, -0.9, -4.9
- COc1ccc(-c2cccc(C3CC=CC4C3C(=O)N(Cc3ccccc3)C4c3ccc(OC)c(Cl)c3)c2)cc1 (centres undefined)
    i, 18.8, 3.7, -2.3, 1.5, -0.3, -0.2, -2.5, 4.5, 14.4
- O=[N+]([O-])c1cnccc1Nc1cccc(F)c1
    i, -2.0, 0.4, -0.7, -3.9, 1.9, 0.0, 2.0, -26.1, 6.9
- CCOC(=O)Cc1[nH]nc2c1C(c1cccc(OC)c1OC)C(C#N)=C(N)O2 (centres undefined)
    i, 11.6, 0.0, -4.8, -0.4, 0.3, -0.7, -3.3, -0.1, -5.4
- Cc1cn2c(nc(=O)c3cccnc32)s1
    i, -1.5, -0.8, -6.8, -3.2, 0.8, -0.4, -0.7, -8.3, 3.2
- CCN1CCN(CCCNC(=O)CNC(=O)c2nn(-c3ccc(OC)cc3OC)c(=O)c3ccccc23)CC1
    i, -0.9, -2.3, 1.4, -1.0, 0.8, -0.6, 0.5, 5.5, 0.8
- O=C(Nc1ccc(OC(F)F)cc1)Nc1cccc(C(F)(F)F)c1
    i, -3.2, 2.8, -21.4, -0.5, 0.0, 0.3, 1.4, 5.8, -16.4
- CC(C)(C)c1ccc(NC(=O)COc2ccc(-n3ccnc3)cc2)cc1
    i, 23.3, 1.3, -4.2, 5.1, 0.1, 0.0, -2.5, 1.4, -9.0
- Cc1nn(C(=O)c2nn(C)cc2[N+](=O)[O-])c(C)c1Br
    i, 7.0, -1.3, -2.3, 1.4, -0.2, -0.5, -6.5, -1.0, 2.7
- COc1ccc(CCNC(=O)c2cc(-c3ccccc3O)n[nH]2)cc1OC
    i, -0.2, 1.5, -10.4, -0.1, -1.6, 0.5, -0.4, 0.1, -2.3
- Cc1cccnc1NC(=O)CCc1c[nH]c2ccccc12
    i, -2.2, -1.4, 2.5, 1.8, 0.8, -0.8, 0.2, -3.9, -1.8
- O=C(CSc1nnc(-c2ccncc2)n1CC1CCCO1)Nc1cccc(O)c1 (centres undefined)
    i, -6.9, -1.6, 11.2, -3.1, -0.4, 0.0, 0.0, -0.2, 2.9
- Cc1ccc(C(=O)Nc2ccc(F)cc2)o1
    i, -2.4, -1.8, 9.2, -2.6, -1.7, -1.0, -9.3, -0.2, 1.1
